# pPAFAH inh: pPAFAH enzyme inhibitors, primary screen, biochemical, fluorescence polarization, human | hit rate 1.5% among 330,000 | recombinant pPAFAH, FP-rhodamine probe fluorescence polarization | Platelet-activating factor acetylhydrolase (Homo sapiens), Q13093 | AID 463082, 2010 | inhibition, % at 3.39 µM;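 active = inhibition above the mean inhibition across the screen plus 3 SD, cut at about 25% in these data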;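 note: inhibitors block binding of the rhodamine activity-based probe so polarization drops; 0% = enzyme with DMSO and 100% = wells lacking pPAFAH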
# MCL1-BIM inh: inhibitors of MCL1 binding to BIM-BH3, primary screen, biochemical, fluorescence polarization; Induced myeloid leukemia cell differentiation protein Mcl-1 (Homo sapiens), Q07820; GST-MCL1 / FITC-Bim-BH3 fluorescence polarization; inhibition, % at 10.9 µM; hit rate 0.68% among 320,000;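 active = inhibition above the mean inhibition of all tested compounds plus 3 SD, set per campaign, cut at about 40% in these data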;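 note: 0% = DMSO wells and 100% = unlabeled Bim-BH3 peptide control; higher means more loss of mP so more displacement of Bim peptide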
# Target sequence (Q07820 whole entry, looked up): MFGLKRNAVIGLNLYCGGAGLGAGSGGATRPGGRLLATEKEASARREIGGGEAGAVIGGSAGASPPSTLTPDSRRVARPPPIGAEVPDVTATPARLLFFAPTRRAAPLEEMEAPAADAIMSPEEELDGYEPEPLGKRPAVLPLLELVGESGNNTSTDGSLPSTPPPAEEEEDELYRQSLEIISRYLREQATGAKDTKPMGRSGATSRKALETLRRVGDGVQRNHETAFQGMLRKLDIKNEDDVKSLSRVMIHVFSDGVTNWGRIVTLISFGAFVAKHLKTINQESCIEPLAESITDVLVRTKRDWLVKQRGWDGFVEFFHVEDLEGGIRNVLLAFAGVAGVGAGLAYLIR
# Fam108B counter: mouse Fam108B serine hydrolase inhibitors, primary screen, counter-screen for RBBP9 inhibitor project, biochemical, fluorescence polarization; recombinant Fam108B, FP-Rh probe fluorescence polarization; inhibition, % at 9.51 µM; hit rate 0.33% among 300,000;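 active = inhibition above the screen mean inhibition plus 3 SD, computed separately per campaign, cut at about 18% in these data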;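 note: inhibitors lower polarization as less probe binds the enzyme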
# MEX-5 binding: MEX-5 zinc finger RNA-binding disruptors – biochemical, C. elegans, fluorescence polarization, MLPCN library, primary screen; Zinc finger protein mex-5 (Caenorhabditis elegans), Q9XUB2; MEX-5/FITC-TCR2 RNA binding; stronger effect = lower value; activity score (negative = inhibition of binding), % at 10 µM; hit rate 0.38% among 300,000;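 active = inhibition past about -25% in most replicates, and total fluorescence under double the plate's negative control median, limit read from the data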;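 note: 0% = DMSO and -100% = 5 µM competing unlabeled TCR2 RNA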
# PAFAH1B2 FP inh: PAFAH1B2 enzyme inhibitors, primary screen, biochemical, fluorescence polarization, human. hit rate 1.2% among 340,000. recombinant PAFAH1B2, FP-rhodamine activity probe. inhibition, % at 3.39 µM. Platelet-activating factor acetylhydrolase IB subunit alpha2 (Homo sapiens), P68402. AID 492953, 2010;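 active = inhibition above the mean of all tested compounds plus 3 SD, cut at about 24% in these data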;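 note: 0% = enzyme with DMSO and 100% = wells lacking PAFAH1B2; many of its hits are not listed in these tables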
# Target sequence (P68402 whole entry, looked up): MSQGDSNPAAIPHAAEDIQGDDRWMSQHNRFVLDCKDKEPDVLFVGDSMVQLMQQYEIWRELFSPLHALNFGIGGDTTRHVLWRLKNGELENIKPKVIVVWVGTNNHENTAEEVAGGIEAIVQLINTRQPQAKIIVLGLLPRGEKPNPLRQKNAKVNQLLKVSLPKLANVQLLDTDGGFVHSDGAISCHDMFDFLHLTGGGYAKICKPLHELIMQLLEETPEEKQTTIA
# AHR activator: AHR activators, primary screen, cell-based, luminescence, luciferase reporter, human; hit rate 2.5% among 320,000; AID 2796, 2010; activation, % at 5 µM; AHR-responsive luciferase reporter cells; in the data active = activation above about 47%;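 note: 0% = vehicle wells and 100% = reference agonist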
# GLD-1 RNA inh: GLD-1/TGE RNA complex disruptors, primary screen, biochemical, fluorescence polarization; purified GLD-1 + fluorescein TGE RNA; hit rate 0.44% among 320,000; Female germline-specific tumor suppressor gld-1 (Caenorhabditis elegans), Q17339; inhibition, % at 5.96 µM;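 active = percent inhibition above a per-plate cutoff, the plate mean of test compounds plus 3 SD, cut at about 30% in these data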;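 note: 0% = DMSO wells with GLD-1 and probe and 100% = wells lacking GLD-1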
# Bcl-xL primary: inhibitors of human Bcl-xL, primary screen, biochemical, fluorescence polarization, HTS; hit rate 0.7% among 320,000; inhibition, % at 10.9 µM; GST-Bcl-xL / FITC-Bim BH3 peptide fluorescence polarization;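 active = inhibition above the mean of all tested compounds plus 3 SD, cutoff set per campaign, cut at about 30% in these data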;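 note: 0% = DMSO wells and 100% = unlabeled Bim-BH3 peptide competitor; inhibitors lower millipolarization by displacing the labeled peptide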
# PME-1 inh: PME-1 inhibitors via competitive probe labeling, primary screen, biochemical, fluorescence polarization, FP-Rh probe, HTS; recombinant PME-1; inhibition, % at 5.9 µM; hit rate 0.53% among 320,000;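 active = inhibition above the campaign mean of all compounds plus 3 SD, cut at about 26% in these data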;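 note: competitive labeling of PME-1 active site by serine hydrolase directed probe; 0% = PME-1 with DMSO and 100% = wells lacking PME-1 enzyme; inhibitors block probe labeling so polarization falls and inhibition rises; many of its hits are not listed in these tables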
# Target sequence (Q9Y570 whole entry, looked up): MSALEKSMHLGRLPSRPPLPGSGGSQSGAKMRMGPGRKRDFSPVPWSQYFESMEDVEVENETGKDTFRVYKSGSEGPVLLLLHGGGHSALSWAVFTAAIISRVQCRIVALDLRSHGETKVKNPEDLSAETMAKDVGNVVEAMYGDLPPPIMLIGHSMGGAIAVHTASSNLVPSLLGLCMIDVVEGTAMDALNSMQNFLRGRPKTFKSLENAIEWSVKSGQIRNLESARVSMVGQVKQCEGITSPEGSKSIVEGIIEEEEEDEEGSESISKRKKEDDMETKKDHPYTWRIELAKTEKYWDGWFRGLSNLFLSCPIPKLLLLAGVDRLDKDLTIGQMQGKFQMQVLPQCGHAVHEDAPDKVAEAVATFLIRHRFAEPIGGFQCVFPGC
# * hit, by the source's call; / = no result given. An excerpt (hit frequency here may not be typical).
SMILES,pPAFAH inh,MCL1-BIM inh,Fam108B counter,MEX-5 binding,PAFAH1B2 FP inh,AHR activator,GLD-1 RNA inh,Bcl-xL primary,PME-1 inh
CC(C)c1cccc(C(C)C)c1NC(=O)Cn1c(=O)cnc2ccccc21,2.6,-4.4,1.4,1.1,2.2,-1.1,2.2,-0.6,8.3
CC(C)(C)c1[nH]nc2c1C(Cc1ccccc1)C(C#N)=C(N)O2 (configuration not stated),-1.3,2.2,-3.6,1.0,39.6*,0.8,4.6,4.7,2.8
COc1ccc(C(=O)NC(NC(=O)c2ccc(OC)cc2)c2ccccc2F)cc1,3.3,-9.5,-1.6,1.0,2.0,1.5,2.3,-0.7,-0.4
CCOc1ccc(S(=O)(=O)NCc2ccc3c(c2)OCO3)cc1NC(C)=O,4.1,4.3,-4.3,-3.3,-2.1,-0.7,-2.2,-2.1,5.3
CCN(CC)C(=O)C(C)N(C#N)c1nc(NC(C)C)nc(NC(C)C)n1 (configuration not stated),-0.8,-10.9,1.0,0.6,1.8,-1.5,-2.1,-7.4,0.8
Fc1ccccc1-n1cc(-c2ccccc2)[nH]c1=S,13.2,-5.4,-5.2,0.0,3.8,35.8,-4.8,-9.2,3.2
Cc1cccc(NC(=O)C2CCN(c3ncnc4c3nc3n4CCCCC3)CC2)n1,-5.0,-6.3,-2.5,-0.1,-1.6,3.5,0.7,-5.7,-5.8
CC(C)Oc1cccc(C(=O)NC(=S)Nc2cccc(C(F)(F)F)c2)c1,-0.9,6.8,-11.1,-1.8,-9.1,14.9,-2.1,-1.6,-11.4
O=C(CSc1ncn[nH]1)N1CCOCC1,0.5,2.6,0.8,-0.6,6.3,-1.1,3.5,-1.1,5.9
COc1ccc(CCNC(=O)C2CC(=O)N(c3ccc(C)cc3)C2)cc1 (configuration not stated),3.2,4.1,4.1,4.4,2.8,2.0,-0.1,4.7,1.7
CCCN(CCC)Cc1c(C(=O)N/N=C/c2ccncc2)nnn1-c1nonc1N,-1.6,0.5,4.0,1.7,4.0,4.6,-0.9,16.7,0.4
O=c1[nH]c2ccccc2nc1/C=C/c1ccccc1,0.8,11.4,-1.1,-4.8,2.3,56.5*,-0.4,10.1,-2.9
CCOC(=O)c1ccc(N2C(=O)C3C(/C=C/c4ccccc4)OC4(C(=O)c5ccccc5C4=O)C3C2=O)cc1 (configuration not stated),-4.1,-2.1,-10.9,1.6,-1.7,11.9,5.1,1.6,-2.4
CCOC(=O)c1ccc(NC(=O)CSc2nc3sc(C(=O)O)c(C)c3c(=O)[nH]2)cc1,2.2,1.7,-0.5,-1.9,3.5,1.3,-2.1,12.5,0.6
COc1ccc(OC)c2[nH]c(=O)c(CCNC(=O)c3cccs3)cc12,1.0,10.2,0.7,-1.3,-0.3,-10.9,2.8,8.7,11.1
COc1ccc(N=Cc2cccc(C)c2O)cc1Cl,1.7,5.6,4.5,3.0,0.7,21.1,-0.1,6.3,0.2
CC(C)=CCCC1=CCC(/C=N/NC(N)=O)C(C)C1 (configuration not stated),7.0,1.5,-4.2,0.0,5.1,-1.1,4.4,0.0,2.5
CCCn1nc(C(=O)NCCN2CCOCC2)c2ccccc2c1=O,-2.6,-5.8,8.9,2.9,3.6,4.5,-1.3,1.4,-2.5
S=C(c1ccc2c(c1)OCO2)N1CCCCCC1,4.6,1.2,3.0,2.0,0.7,-0.2,-4.2,0.8,-5.0
COc1ccc(C(=O)N2CCCCC2)cc1S(=O)(=O)Nc1ccccc1,33.4*,5.5,2.5,0.9,0.9,-1.8,-1.8,3.4,-6.1
COc1ccc(N2CCN(Cc3cc(=O)oc4cc(C)c(Cl)c(C)c34)CC2)cc1,1.4,-0.5,5.5,-4.6,-0.4,7.2,-7.6,2.6,1.6
COc1cccc(NC(=S)N(CCc2ccc(OC)c(OC)c2)Cc2ccccn2)c1,-0.4,1.6,-2.3,-0.9,0.1,2.6,0.1,6.8,3.0
Cc1ccc(OCC(O)CN2C(=O)NC(C)(C)C2=O)c(C)c1 (configuration not stated),3.7,1.2,0.4,0.8,1.7,1.6,2.2,-5.3,-0.1
Cc1ccc(NC(=O)CCc2nnc3ccc(NCc4ccco4)nn23)cc1,7.0,10.6,-0.2,-0.9,10.0,15.1,3.5,9.6,-5.2
CCCCC(C(=O)NC1CCCC1)N(Cc1ccccc1)C(=O)c1snc(C(N)=O)c1N (configuration not stated),6.1,-6.3,-1.5,-2.2,0.3,-0.5,-3.6,0.0,-2.7

# Further results.
SMILES,pPAFAH inh,MCL1-BIM inh,Fam108B counter,MEX-5 binding,PAFAH1B2 FP inh,AHR activator,GLD-1 RNA inh,Bcl-xL primary,PME-1 inh
O=C(NCc1nc2ccccc2[nH]1)C1=C[C@H](c2ccc3c(c2)OCO3)C[C@H](OCCCCO)O1,0.8,4.4,0.7,-0.8,-5.9,8.4,-4.3,5.8,-3.6
COC(=O)c1c(-c2ccc(OC)cc2)sc2ccc(OC)cc12,2.2,/,/,/,2.1,24.5,-3.2,/,/
COc1ccc(C(=O)NC2CCN(C(=O)NC3CCCCC3)CC2)cc1,-0.3,9.3,6.4,-0.3,1.9,2.2,5.2,-2.6,3.7
FC(F)(F)c1ccc(Oc2ccc3cc(Br)ccc3c2)nc1,1.2,-7.4,-1.3,2.0,-2.1,-0.3,4.8,1.2,-4.6
O=C(c1ccc(Br)cc1)N1CCN(c2ncccn2)CC1,4.2,-0.4,-0.8,-1.0,7.4,0.3,3.4,0.4,-2.3
O=C(NNC(=O)c1cc2ccccc2o1)c1ccc(Cl)cc1,-0.4,-2.2,3.9,-0.6,3.4,0.5,-8.6,3.9,-0.6
CCOC(=O)C1CCN(C(=O)CC(NS(=O)(=O)c2ccc(OC)cc2)C(C)C)CC1 (configuration not stated),5.2,4.5,1.7,0.9,6.0,3.3,2.2,-0.8,-1.4
O=C(NCc1n[nH]c(=S)n1-c1ccc([N+](=O)[O-])cc1)c1ccc(S(=O)(=O)N2CCOCC2)cc1,1.3,-17.6,1.6,-0.5,-1.2,0.9,7.0,-22.4,3.0
O=C(Nc1ccc(Cl)cc1)Nc1ccc(Cl)c(Cl)c1,-15.6,7.0,/,/,/,20.7,7.8,6.2,-39.2
O=[N+]([O-])c1cc(/C=N/O)ccc1N1CCCC1,0.3,4.8,-0.2,3.1,0.9,3.2,0.3,3.2,1.6
COCc1cc(C)c2c(N)c(C#N)sc2n1,6.5,-1.5,-0.2,-3.5,-1.4,20.1,3.1,-0.4,0.6
CCOc1ncccc1C(=O)N(C)CC(=O)Nc1ccc(F)cc1,3.4,-10.5,4.4,1.4,7.3,-0.5,-2.8,-2.2,3.9
Cc1ccc(OCCOCCN2CCN(C)CC2)c(C(C)(C)C)c1,5.9,5.5,-0.6,-3.9,0.8,0.1,8.2,5.4,0.3
Cc1noc(C)c1S(=O)(=O)N1CCC(C(=O)NCCN2CCC(C)CC2)CC1,1.7,3.6,-3.5,1.4,5.4,-0.2,2.2,2.0,2.6
CSc1ccccc1NC(=O)c1cc(-c2cccs2)on1,5.2,4.7,-1.5,0.2,0.7,0.1,2.6,6.7,0.1
O=C(CN1CCN(c2ccccn2)CC1)Nc1ccccc1,-0.4,-15.8,1.1,/,-0.4,-2.3,-0.1,-3.0,-7.5
Cc1c(C(=O)O)cccc1-c1ccc(C=O)o1,5.7,9.3,6.8,-2.4,3.3,10.8,-0.1,8.3,0.1
O=C(CCSCCC(=O)NCc1ccccc1)NCc1ccccc1,6.6,20.8,1.6,2.0,3.7,-0.8,-3.7,2.1,-1.1
COC(=O)C1=NNC2C(=O)N(c3ccc(C)cc3)C(=O)C12 (configuration not stated),4.6,3.9,-0.2,1.2,7.5,2.2,-2.4,7.7,-9.1
O=C(OCc1c(-c2ccccc2)ncc2ccccc12)c1cccc(Br)c1,3.2,5.1,/,/,-4.2,5.1,0.5,2.8,-10.1
CS(=O)(=O)N(CC(=O)NCCSCc1ccccc1)c1ccccc1F,0.6,0.8,-5.1,1.0,4.5,0.1,-3.4,0.6,-5.5
Cc1ccc(C(=O)Nc2ccn(C)n2)cc1,-1.2,3.6,/,/,0.7,5.9,-0.5,3.7,1.1
NC(=O)C1c2ccccc2CSc2ccccc21 (configuration not stated),3.4,7.1,0.3,0.5,0.2,1.6,4.3,6.9,-3.3
CC(C)c1cc(=O)n2c(nc3ccccc32)[nH]1,2.6,12.4,1.4,0.5,1.1,0.5,0.0,7.5,-6.3
COc1ccc(N(C(=O)c2ccco2)C(C(=O)NC2CCCC2)c2ccc(N(C)C)cc2)cc1OC (configuration not stated),4.0,-5.6,-1.6,0.7,0.3,2.8,-7.1,-0.9,6.8

# (further entries)
SMILES,pPAFAH inh,MCL1-BIM inh,Fam108B counter,MEX-5 binding,PAFAH1B2 FP inh,AHR activator,GLD-1 RNA inh,Bcl-xL primary,PME-1 inh
CSc1ccc(CNc2ccc(C)c(C)c2)cc1,16.3,-3.6,15.2,2.3,3.5,-2.4,-0.9,-8.3,5.6
CN=c1scc(-c2ccc(Br)cc2)n1C,0.0,1.2,-0.6,0.9,0.8,0.5,5.0,2.0,-0.1
Cc1ccc(C)c(N(C(=O)c2csnn2)C(C(=O)NC2CCCC2)c2cccnc2)c1 (configuration not stated),0.1,8.3,0.1,-1.9,-0.4,-1.6,-3.7,10.0,3.1
CC(Sc1nnc(C(F)(F)F)n1C)C(=O)Nc1ccc(S(N)(=O)=O)cc1 (configuration not stated),-2.0,1.0,0.8,3.6,0.3,0.3,-2.9,0.0,2.2
Cc1ccc(NC(=O)N2CCc3ccccc32)cc1C,1.3,8.1,2.5,2.2,0.1,-4.5,-5.1,0.2,-0.8
COc1ccc(N2C(=O)CSC23C(=O)Nc2ccccc23)cc1OC (configuration not stated),-0.7,3.9,-2.5,-1.2,-1.2,22.4,2.3,1.5,3.6
Cc1cc(C)c(N=C2C(=O)Nc3ccccc32)c(C)c1,-3.0,2.7,-1.9,1.6,-3.3,10.7,2.5,0.9,-10.7
OCC(O)/C=N/Nc1nc2ccccc2s1 (configuration not stated),4.9,1.2,-5.1,0.2,-3.6,27.6,6.2,-1.7,-1.0
CCC(C)[C@H](N)c1nnc(SCC(=O)c2ccc(Cl)cc2)o1 (some centres not stated),4.2,-0.5,-0.5,1.2,3.6,-7.5,11.9,-3.3,0.1
O=C(O)COc1ccc(/C=N/n2cnc3scc(-c4cccs4)c3c2=O)cc1,2.0,-6.6,-1.1,/,3.2,2.6,3.1,-0.6,-0.1
CN(C)C(CNC(=O)C1CCCN(C(=O)c2ccc(Cl)cc2)C1)c1ccco1 (configuration not stated),8.0,3.7,1.6,/,1.2,4.7,6.2,11.7,-2.0

# Ordered by value in PAFAH1B2 FP inh (smallest number first): three from the list above
mol	PAFAH1B2 FP inh
OCC(O)/C=N/Nc1nc2ccccc2s1 (configuration not stated)	-3.6
Cc1cc(C)c(N=C2C(=O)Nc3ccccc32)c(C)c1	-3.3
O=C(O)COc1ccc(/C=N/n2cnc3scc(-c4cccs4)c3c2=O)cc1	3.2
